ERp5 inh: ERp5 (human) disulfide isomerase inhibition; ERp5 insulin aggregation, absorbance 650 nm, 90 min; inhibition, % at 9.99 µM; hit rate 0.05% among 350,000;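 active means mean replicate inhibition above about 25%, with every replicate also reaching it, limit read from the data, passing the limit was not always enough; inconclusive means only one of those two criteria met; inactive means neither criterion met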
CASP6 VEID inh: blocks human caspase-6 cleavage activity; hit rate 0.53% among 350,000; P55212; purified caspase-6, Z-VEID-R110 cleavage fluorescence; inhibition, % at 12.5 µM;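 active means mean inhibition across replicates at least about 35%, with every replicate also reaching that limit, limit read from the data; inconclusive means only one of the two criteria met; inactive means neither criterion met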;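 further: 0% = median of neutral control wells and 100% = no fluorescence left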
SIRT5 inh: inhibitors of human sirtuin-5 desuccinylase | AID 652115 | Purified SirT5, succinyl-peptide AMC, trypsin-coupled fluorescence | hit rate 1.1% among 330,000 | Q9NXA8 | inhibition, % at 15 µM; in the data active means inhibition above about 15%; inconclusive means no clear call, values can overlap the other calls
ERAP1 HTS inh: ERAP1 (human) enzyme inhibition; Q9NZ08; recombinant ERAP1, Leu-AMC fluorescence, 60 min; inhibition, % at 10.7 µM; hit rate 0.15% among 340,000; AID 652197;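 active means mean replicate inhibition of at least 30%, or all replicates individually reaching that 30% level; inactive means mean below 30% and not every replicate reaching it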;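 further: 0% = neutral control wells and 100% = L-leucinethiol positive control wells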
Target sequence (Q9NZ08 whole entry, looked up): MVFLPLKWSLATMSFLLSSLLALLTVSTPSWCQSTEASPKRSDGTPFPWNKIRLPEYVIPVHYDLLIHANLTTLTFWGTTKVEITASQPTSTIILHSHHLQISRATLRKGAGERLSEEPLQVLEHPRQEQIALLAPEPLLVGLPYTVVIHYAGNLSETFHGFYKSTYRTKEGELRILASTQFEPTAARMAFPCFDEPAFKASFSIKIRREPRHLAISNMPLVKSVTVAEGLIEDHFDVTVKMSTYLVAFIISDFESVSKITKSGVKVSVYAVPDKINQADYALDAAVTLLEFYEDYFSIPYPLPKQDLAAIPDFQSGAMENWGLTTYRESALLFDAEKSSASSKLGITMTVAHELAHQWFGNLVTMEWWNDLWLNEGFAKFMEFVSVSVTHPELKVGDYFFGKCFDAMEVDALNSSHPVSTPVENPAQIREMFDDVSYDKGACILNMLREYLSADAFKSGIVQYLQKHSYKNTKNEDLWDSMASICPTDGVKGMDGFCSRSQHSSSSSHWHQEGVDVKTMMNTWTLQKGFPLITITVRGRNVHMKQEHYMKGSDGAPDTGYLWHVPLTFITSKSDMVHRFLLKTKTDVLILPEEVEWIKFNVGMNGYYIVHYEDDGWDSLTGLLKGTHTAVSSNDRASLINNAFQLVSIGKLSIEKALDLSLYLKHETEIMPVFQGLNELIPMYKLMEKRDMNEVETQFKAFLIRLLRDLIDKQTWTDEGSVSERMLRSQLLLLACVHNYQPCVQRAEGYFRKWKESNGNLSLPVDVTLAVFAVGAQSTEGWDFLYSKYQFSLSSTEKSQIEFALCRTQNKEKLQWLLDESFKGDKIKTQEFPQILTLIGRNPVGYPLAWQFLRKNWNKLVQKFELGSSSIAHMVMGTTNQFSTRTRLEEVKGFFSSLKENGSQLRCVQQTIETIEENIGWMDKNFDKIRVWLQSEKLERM
DENV2 CPE: DENV2-induced cell death inhibition; DENV2-infected cells, cytopathic effect rescue, plate reader; CPE inhibition, % at 9.99 µM; hit rate 1.7% among 350,000; AID 651640; in the data active means CPE inhibition above about 20%, passing the limit was not always enough; inconclusive means no clear call, values can overlap the other calls; tested in BHK-21 cells;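 further: 0% = median of neutral control wells and 100% = median of positive control wells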
CFTR F508del cor: CFTR F508del correction in bronchial cells; hit rate 0.36% among 350,000; CFBE cells, YFP halide quenching; stimulated with forskolin plus potentiator P3; % fluorescence drop versus neutral controls; activity (quench increase), % at 7.58 µM; AID 720511;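 active means mean added fluorescence quench of at least 8% versus neutral control, with both replicates also reaching 8%; inconclusive means only one of the mean or replicate conditions met; inactive means mean below 8% and not both replicates reaching 8%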;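 further: cells transiently co-express mutant CFTR-F508del with the halide-sensitive YFP; corrector assay measuring rescue of mutant channel to the surface after 24 h compound exposure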
miR-122 sensor: inhibitors of miR-122 in Huh7 cells; hit rate 0.3% among 340,000; activation (reporter increase), % at 12.5 µM; AID 602342; Huh7 miR-122 Renilla luciferase sensor, 48 h; neutral wells = 0, positive control = 100;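 active means mean replicate activation score at least 90 and every replicate individually at or above 90; inconclusive means only one of the two criteria met; inactive means neither criterion met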;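 further: higher luciferase means less miR-122 activity so hits act as miR-122 inhibitors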
Starred values were filed as active, the others as inactive; ? = inconclusive; nt = not tested or not shown; [ ] = remark or other dose.

Keys: A = ERp5 inh; B = CASP6 VEID inh; C = SIRT5 inh; D = ERAP1 HTS inh; E = DENV2 CPE; F = CFTR F508del cor; G = miR-122 sensor
1: C[C@@H]1CN([C@H](C)CO)C(=O)c2cccc(NS(=O)(=O)c3ccccc3)c2O[C@@H]1CN(C)CC1CCCCC1
  A = -2	B = 1	C = 3	D = 1	E = 0	F = -0.3	G = 6[16.7 µM]

2: COc1cccc(-c2ccc(NC(=O)C3CCCN(Cc4cnn(C(C)C)c4)C3)cc2)c1 (stereo not given)
  A = 0	B = -11	C = -2	D = -25	E = -1	F = 0.1	G = -5

3: CN(C)c1ccc(/C=C2\C(=N)N3N=C(CC(=O)N4CCCC4)SC3=NC2=O)cc1Br
  A = 4	B = 3	C = -1	D = 2	E = 1	F = -3.7	G = -4

4: Cc1cc(NS(=O)(=O)c2ccc(NC(=O)c3ccc(Cl)cc3Cl)cc2)no1
  A = 3	B = 0	C = -1	D = -7	E = -2	F = 0.3	G = nt

5: COc1ccc(S(=O)(=O)Nc2ccc3c(c2)CC(=O)N([C@H](C)CO)C[C@H](C)[C@@H](CN(C)Cc2ccc(Oc4ccccc4)cc2)O3)cc1
  A = 0	B = nt	C = 2	D = 1	E = 2	F = 3.9	G = -10[16.7 µM]

6: Cc1nc(SCC(=O)Nc2ccc3c(c2)OCCO3)nc(C)c1C
  A = 4	B = 0	C = -4	D = -2	E = 4	F = -1.4	G = 0

7: COCCNc1nc(NCc2ccccc2OC)c2sccc2n1
  A = -8	B = 3	C = -2	D = -4	E = -2	F = -2.3	G = 8

8: COc1ccc(/C=C/C(=O)OCC(=O)NCCC2=CCCCC2)cc1OC
  A = 0	B = 0	C = -6	D = 3	E = 0	F = 0.5	G = nt

9: COc1ccc(/C=N/NC(=O)c2ccncc2)c(C(=O)O)c1OC
  A = 5	B = 1	C = 2	D = -1	E = 0	F = 0.5	G = nt

10: COc1cc2c(cc1OC)C(c1ccc(N(C)C)cc1)NCC2 (stereo not given)
  A = 4	B = -10	C = -2	D = -6	E = 2	F = 2.3	G = -2

11: CCCCn1c(=O)c(CC(C)=O)nc2ccccc21
  A = -1	B = 2	C = 1	D = -3	E = -8	F = -2.7	G = 6

12: Cc1cc(C(=O)COC(=O)/C=C/c2ccc(F)cc2)c(C)n1C
  A = -6	B = 2	C = -2	D = -1	E = 12	F = 3.0	G = nt

13: C[C@H]1CN([C@@H](C)CO)C(=O)c2cccc(NS(=O)(=O)c3cccs3)c2O[C@@H]1CN(C)S(=O)(=O)c1cn(C)cn1
  A = -1	B = 1	C = -1	D = -2	E = -5	F = 0.6	G = 6[16.7 µM]

14: COc1cccc(CNCC(=O)Nc2ccc(N3CCOCC3)cc2)c1
  A = 0	B = -2	C = -9	D = 2	E = 3	F = 2.8	G = nt

15: COc1cccc(C(=O)OCC(=O)N2CCC(Cc3ccccc3)CC2)c1OC
  A = 4	B = -2	C = -2	D = 1	E = -4	F = 1.2	G = -8

16: O=C(Nc1ccc(Cl)cc1)Nc1ccc(C(=O)N2CCOCC2)cc1
  A = 5	B = 0	C = -3	D = -3	E = ?	F = -1.0	G = -1

17: C[C@H]1CN([C@@H](C)CO)C(=O)Cc2cc(NS(=O)(=O)c3ccc(F)cc3)ccc2O[C@H]1CN(C)C(=O)Nc1cccc2ccccc12
  A = 7	B = -2	C = -2	D = -2	E = 8	F = 2.7	G = -5[16.7 µM]

18: Cc1ccc(C(=O)c2cc([N+](=O)[O-])ccc2N2CCCCC2)c(C)c1
  A = 5	B = 1	C = nt	D = -2	E = 3	F = nt	G = nt

19: COc1ccc(-n2c(-c3ccccc3)c[n+]3c2CCC3)cc1
  A = -1	B = 1	C = -7	D = nt	E = 1	F = -0.5	G = -15

20: CCC(=O)N1CCCCN2[C@H](C1)[C@@H](c1ccc(-c3cccc(C#N)c3)cc1)[C@@H]2CO
  A = 4	B = 0	C = 5	D = -2	E = -8	F = 2.2	G = 20[16.7 µM]

21: Cc1nn(CC2CC2)c(=O)n1-c1ccccc1F
  A = 7	B = 0	C = -4	D = -3	E = -6	F = -1.6	G = -6

22: Cc1ccc(S(=O)(=O)N(C)c2ccc(C(=O)N3CCc4ccccc4C3)cc2)cc1
  A = -6	B = -1	C = -3	D = 2	E = 8	F = 1.4	G = -5

23: COCC1CCN(C(=O)C2CCC(=O)N(C3CCCC3)C2)CC1 (stereo not given)
  A = 3	B = 3	C = 7	D = 3	E = -7	F = -1.1	G = -7

24: C[C@@H]1CN([C@H](C)CO)C(=O)c2cc(NC(=O)C3CCCCC3)ccc2O[C@@H](C)CCCCO[C@@H]1CN(C)Cc1ccc2c(c1)OCO2
  A = 1	B = -3	C = 2	D = -1	E = -6	F = 3.2	G = -14[16.7 µM]

25: CCc1ccc([C@@H]2CC(=O)[C@@H]3CN(S(=O)(=O)c4ccccc4C)[C@H](c4ccc(Cl)cc4)C[C@@H]3N2S(=O)(=O)c2ccc(C)cc2)cc1
  A = -4	B = 1	C = -3	D = nt	E = 1	F = -0.5	G = -7

Reprinted, entries 8 to 14
Keys: A = ERp5 inh; B = CASP6 VEID inh; C = SIRT5 inh; D = ERAP1 HTS inh; E = DENV2 CPE; F = CFTR F508del cor; G = miR-122 sensor
8: COc1ccc(/C=C/C(=O)OCC(=O)NCCC2=CCCCC2)cc1OC
  A = 0	B = 0	C = -6	D = 3	E = 0	F = 0.5	G = nt

9: COc1ccc(/C=N/NC(=O)c2ccncc2)c(C(=O)O)c1OC
  A = 5	B = 1	C = 2	D = -1	E = 0	F = 0.5	G = nt

10: COc1cc2c(cc1OC)C(c1ccc(N(C)C)cc1)NCC2 (stereo not given)
  A = 4	B = -10	C = -2	D = -6	E = 2	F = 2.3	G = -2

11: CCCCn1c(=O)c(CC(C)=O)nc2ccccc21
  A = -1	B = 2	C = 1	D = -3	E = -8	F = -2.7	G = 6

12: Cc1cc(C(=O)COC(=O)/C=C/c2ccc(F)cc2)c(C)n1C
  A = -6	B = 2	C = -2	D = -1	E = 12	F = 3.0	G = nt

13: C[C@H]1CN([C@@H](C)CO)C(=O)c2cccc(NS(=O)(=O)c3cccs3)c2O[C@@H]1CN(C)S(=O)(=O)c1cn(C)cn1
  A = -1	B = 1	C = -1	D = -2	E = -5	F = 0.6	G = 6[16.7 µM]

14: COc1cccc(CNCC(=O)Nc2ccc(N3CCOCC3)cc2)c1
  A = 0	B = -2	C = -9	D = 2	E = 3	F = 2.8	G = nt

Going on with the list.
Keys: A = ERp5 inh; B = CASP6 VEID inh; C = SIRT5 inh; D = ERAP1 HTS inh; E = DENV2 CPE; F = CFTR F508del cor; G = miR-122 sensor
26: CCN(CC)CCCN1C=C2C(=O)C(C)(OC(=O)CCC(=O)OC)C(=O)C(Br)=C2C=C1c1ccc(OC)cc1 (stereo not given)
  A = 5	B = 0	C = nt	D = 7	E = 14	F = -2.3	G = 2

27: CC(=O)N1[C@H](CO)[C@H](c2ccccc2)C12CN(Cc1nccs1)C2
  A = 1	B = -1	C = 11	D = -3	E = 10	F = -2.2	G = nt

28: CCCC#Cc1ccc([C@@H]2[C@@H](C#N)N(C(=O)C3CCOCC3)[C@H]2CO)cc1
  A = -3	B = 1	C = 4	D = -2	E = ?	F = -0.6	G = nt

29: COc1cc(/C=C/C(=O)OCC(=O)N2CCc3ccccc3C2)ccc1O
  A = 3	B = 1	C = -1	D = -6	E = 13	F = -1.0	G = -1

30: COC1(NC(=O)c2ccccc2)C(C)=CC(=O)C=C1C
  A = 3	B = -4	C = -4	D = 1	E = 4	F = -5.3	G = 7

31: COc1ccccc1C1CC(c2ccccc2)=NN1S(=O)(=O)c1ccccc1 (stereo not given)
  A = 3	B = -4	C = 0	D = nt	E = -3	F = -0.8	G = 84

32: CCn1c(C)nc2cc(C(=O)NN=Cc3ccccc3OC(F)F)ccc21
  A = 0	B = 0	C = 4	D = -1	E = -1	F = 0.0	G = -6

33: CS(=O)(=O)N1CC(=O)N2[C@H](CO)[C@@H](c3ccc(C#CC4CCCC4)cc3)[C@@H]2C1
  A = 10	B = 1	C = -1	D = 1	E = -8	F = 3.7	G = nt

34: CC(C)CN1C(=O)C(=O)N(CC(=O)N2CCN(c3ccccc3)CC2)C1=O
  A = -2	B = 0	C = 4	D = -12	E = -7	F = -1.7	G = nt

35: COc1ccccc1Cc1c(-c2ccc(F)cc2)nc2cc(C)c(Br)c(C)n12
  A = 2	B = -2	C = nt	D = 2	E = 0	F = -1.4	G = nt

36: Cc1ccccc1-n1c(=S)[nH]c2nc3c(cc2c1=O)CCCC3
  A = 6	B = -4	C = -1	D = 0	E = -5	F = -0.2	G = nt

37: O=C(COc1ccccc1)NCc1nnc(SCC(=O)Nc2nccs2)n1-c1ccccc1
  A = 2	B = -3	C = -2	D = 3	E = -3	F = -4.2	G = -4

38: Cc1cc(C)n(-c2ccc(C(=O)OCC(=O)Nc3ccc(Cl)c(S(=O)(=O)N(C)C)c3)cc2)n1
  A = -5	B = -1	C = -1	D = -3	E = -5	F = 3.8	G = 14

39: CC(C)n1cc(-c2nc(C(=O)NN)cs2)c(=O)n(Cc2ccccc2)c1=O
  A = 8	B = -3	C = 1	D = -2	E = -6	F = 0.4	G = nt

40: C/C=C/c1ccc([C@H]2[C@H]3CN(S(=O)(=O)c4ccccc4)CC(=O)N3[C@H]2CO)cc1
  A = 4	B = 0	C = -2	D = 4	E = -8	F = 1.7	G = nt

41: Cc1ccnc(NC(=O)CNC(=O)c2ccc3ccccc3c2)c1
  A = 8	B = 6	C = -1	D = 4	E = -7	F = 0.6	G = nt

42: CS(=O)(=O)c1ccc(-c2csc(-c3cccnc3)n2)cc1
  A = 1	B = -1	C = -5	D = -3	E = 0	F = 0.1	G = -9

43: CCc1ccc(NS(=O)(=O)c2c(C(=O)N3CCOCC3)c(C)n(C)c2C)cc1
  A = 1	B = 3	C = -4	D = -3	E = -10	F = -1.0	G = -1

44: COc1ccccc1CNC(=O)c1cccc(S(=O)(=O)N2CCCC2)c1
  A = 3	B = 2	C = -2	D = 3	E = 2	F = -2.9	G = 12

45: C[C@@H]1CN([C@H](C)CO)C(=O)c2cc(-c3cccc(F)c3)cnc2O[C@@H]1CN(C)C(=O)C1CCC1
  A = -1	B = -1	C = 1	D = -2	E = 2	F = -0.5	G = 0[16.7 µM]

46: CCOC(=O)C=C(OC(=O)c1ccc(OC)cc1)c1ccccc1
  A = -3	B = -1	C = 0	D = 1	E = 0	F = 2.1	G = -1

47: O=C(Cc1ccncc1)NCC[C@@H]1CC[C@H](NC(=O)C2CC2)[C@@H](CO)O1
  A = -4	B = 5	C = -16	D = -1	E = 11	F = -1.1	G = nt

48: Cc1ccccc1-c1ccc([C@H]2[C@H](CO)N3C(=O)CN(S(C)(=O)=O)C[C@@H]23)cc1
  A = 4	B = -1	C = 4	D = 0	E = 3	F = -0.5	G = nt

49: CCN(CC(=O)NCCc1ccccc1)S(=O)(=O)c1ccc(Br)cc1
  A = -5	B = -5	C = -2	D = 4	E = -4	F = 0.9	G = nt

50: Cc1ccccc1S(=O)(=O)NC(=O)C1(C)CCN1C(=O)c1ccccc1CCc1ccccc1 (stereo not given)
  A = 9	B = 1	C = nt	D = 0	E = 3	F = 0.0	G = -1

51: COC(=O)c1cccc(NC(=O)Nc2ccc(Cl)cc2)c1
  A = 4	B = -3	C = 0	D = -2	E = 1	F = nt	G = -3

52: COc1ccc(-c2[nH]ncc2CN(C)Cc2nonc2C)c(OC)c1
  A = -44	B = 1	C = -2	D = -2	E = -2	F = -0.1	G = -4

Bioassay records from PubChem BioAssay.
